Compound activity: PubChem, several laboratories
CAL PDZ FP-1: inhibitors of human CAL PDZ peptide binding; purified CAL PDZ, TMR-peptide fluorescence polarization, 1 h; 330,000 tested, 0.02% active; inhibition, % at 20 µM; AID 504414;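 active = highest replicate inhibition of at least 40%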;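 also: plate controls were DMSO neutral control wells for no effect and unlabeled competitor peptide control wells for full effect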
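Read-out basis: mP drop reported as inhibition | Assay system: Tagged CAL PDZ protein CerCALP, purified | Benchmarks: Unlabelled peptide for full inhibition, DMSO wells as neutral | Schedule: 1 h incubation at room temperature before polarization reading | Buffer or medium: Sodium phosphate/NaCl buffer pH 7.4 with TCEP, IgG, Thesit | Doses: Single point, 20 µM | Measured by: Fluorescence polarization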
AddAB inh: less growth of phage-infected E. coli with AddAB; E. coli expressing H. pylori AddAB, absorbance growth; inhibition, % at 11.9 µM; 330,000 tested, 0.29% active; AID 435030; in the data active = inhibition above about 12%;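 also: 0% = vehicle wells of infected cells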
SR-BI uptake up: enhances SR-BI lipid uptake from DiI-HDL; 320,000 tested, 0.096% active; activation, % at 12.5 µM; CHO ldlA[mSR-BI] cells, DiI-HDL uptake fluorescence, 3 h; 100 = double the neutral-control signal;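 active = mean replicate activation of at least 60% and every replicate at or above 60%; inconclusive = mean or all-replicate condition met, but not both; inactive = mean below 60% and not all replicates reaching 60%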;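 also: 0% = median plate neutral-control signal and 100% = twice that signal; values of inactives mirror those of a sister screen read the other way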
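System: LDL receptor-deficient CHO ldlA cells overexpressing murine SR-BI | Timing: 3 h uptake period with compound, 37 °C | Medium: HEPES-buffered (25 mM, pH 7.4) F12 plus 0.5% BSA | Dosing: Single-point compound dose | Signal: Bottom-read fluorescence, 550/595 nm | Read-out: Retained DiI signal reflecting DiI-HDL uptake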
E coli growth: bacterial growth inhibition, counter-screen for AddAB inhibitors; E. coli V3065 growth, OD600 absorbance, 18 h; inhibition, % at 11.9 µM; 330,000 tested, 0.27% active;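 active = inhibition above the campaign's mean inhibition across all tested compounds plus 3 SD, cut at about 9.9% in these data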;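 also: uninfected addAB+ strain grown without phage in ampicillin broth; 0% = DMSO wells and 100% = ciprofloxacin 0.95 µg/ml wells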
MITF act: activators of MITF-driven TRPM1 promoter activity in SK-MEL-5 cells | AID 588334 | activation, % at 12.5 µM | 300,000 tested, 0.75% active | SK-MEL-5 TRPM1-promoter luciferase, 24 h; % of positive control, neutral wells = 0;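 active = mean activation of at least 80% with every replicate also reaching 80%; inconclusive = mean reaches 80% but some replicate falls short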;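 also: 0% = neutral control wells and 100% = parthenolide positive control wells; values of inactives mirror those of a sister screen read the other way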
Wnt act: activators of Wnt/beta-catenin signaling | Wnt/beta-catenin reporter cell assay, activator, plate reader | activation, % at 9.35 µM | 300,000 tested, 1.2% active | AID 743398; in the data active = activation above about 30%, passing the limit was not always enough; inconclusive = no clear call, values can overlap the other calls;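 also: 0% = neutral control wells and 100% = positive control wells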
SR-BI DiI inh: inhibitors of mouse SR-BI mediated HDL lipid uptake; 320,000 tested, 0.96% active; inhibition, % at 12.5 µM; Q61009; ldlA[mSR-BI] CHO cells, DiI-HDL uptake fluorescence, 3 h; AID 488896;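 active = mean replicate inhibition of at least 70% and a set share of replicates each scoring 70 or more; inconclusive = meets just one of the two criteria; inactive = fails both criteria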;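 also: 0% = median of neutral control wells and 100% = median of positive control wells; values of inactives mirror those of a sister screen read the other way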
Target sequence (Q61009 whole entry, looked up): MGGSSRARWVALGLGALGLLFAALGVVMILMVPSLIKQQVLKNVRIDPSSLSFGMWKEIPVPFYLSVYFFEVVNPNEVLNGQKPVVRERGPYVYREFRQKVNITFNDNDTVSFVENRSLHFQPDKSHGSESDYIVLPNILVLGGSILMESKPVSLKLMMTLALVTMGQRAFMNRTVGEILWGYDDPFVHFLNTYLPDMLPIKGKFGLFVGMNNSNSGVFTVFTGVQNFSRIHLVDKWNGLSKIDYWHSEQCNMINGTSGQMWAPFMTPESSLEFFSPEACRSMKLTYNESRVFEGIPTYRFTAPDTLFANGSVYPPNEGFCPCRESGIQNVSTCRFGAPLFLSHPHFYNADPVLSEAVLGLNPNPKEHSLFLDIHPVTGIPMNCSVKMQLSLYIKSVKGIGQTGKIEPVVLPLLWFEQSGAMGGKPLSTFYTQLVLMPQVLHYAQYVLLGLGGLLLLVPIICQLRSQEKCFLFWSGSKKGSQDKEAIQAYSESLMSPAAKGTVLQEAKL
phage Ecoli inh: E. coli growth loss with phage present; growth absorbance; 360,000 tested, 0.26% active; AID 651602; inhibition, % at 11.9 µM; in the data active = inhibition above about 11%
Tat transport: blocks Tat-dependent protein export in E. coli. E. coli MC4100 TorA-mCherry Tat export, fluorescence. inhibition, % at 10 µM. 340,000 tested, 0.036% active. AID 488895;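 active = mean replicate inhibition at least 50% and at least half of replicates individually reaching 50%; inconclusive = only one of the two criteria met; inactive = neither criterion met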;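 also: exported cargo escapes ClpAP degradation while cytoplasmic cargo is degraded and loses fluorescence; 0% = median of neutral control wells and 100% = median of NaSCN control wells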
CAL PDZ FP-2: blocks peptide binding to the human CAL PDZ domain. Q9HD26. purified CAL PDZ, TMR-peptide fluorescence polarization, 1 h. inhibition, % at 24.9 µM. 300,000 tested, 0.92% active. AID 602252;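 active = mean inhibition of at least 30% with at least half of replicates also reaching 30%; inconclusive = no clear call, values can overlap the other calls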;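 also: 0% = DMSO neutral control and 100% = excess unlabeled competitor peptide PRC23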
Numbers without * were called inactive; ? = inconclusive; · = not tested or not shown.

SMILES | CAL PDZ FP-1 | AddAB inh | SR-BI uptake up | E coli growth | MITF act | Wnt act | SR-BI DiI inh | phage Ecoli inh | Tat transport | CAL PDZ FP-2
Cc1ccccc1NC(=O)c1cccc(S(C)(=O)=O)c1 | 0.8 | 2.1 | 15 | 1.7 | 11 | 1 | -15 | 2.8 | 3 | -3
CCC(C)c1ccccc1NS(=O)(=O)c1cnn(CC)c1 (centres undefined) | 1.3 | -0.4 | 10 | -1.7 | 2 | -1 | -10 | -1.5 | -8 | -3
COc1nc(-c2ccccc2)ccc1-c1noc(C)n1 | -0.3 | 1.4 | -11 | -0.4 | · | 50* | 11 | 4.7 | 0 | -3
COc1ccc(CC(=O)N/N=C(\C)CC(=O)Nc2ccc3c(c2)OCCO3)cc1 | -1.6 | 2.1 | 1 | -2.0 | 8 | 12 | -1 | 1.0 | -3 | ·
CCCC(=O)C1=C(N2CCCC2)CC(C)(C)C(C(=O)OC)C1=O (centres undefined) | -0.4 | 0.4 | -16 | -0.7 | -6 | 0 | 16 | 2.8 | 0 | -3
CCOc1ccc(N2CC(C(=O)OCC(=O)NCc3ccccc3)CC2=O)cc1 (centres undefined) | -2.5 | 0.7 | 45 | -0.3 | -15 | · | -45 | -0.9 | 3 | -3
CC1CCCCC1NC(=O)CCC(=O)N1CCOc2ccc(Cl)cc21 (centres undefined) | -0.3 | 2.9 | 10 | -3.5 | 8 | 0 | -10 | 1.4 | -3 | 3
COc1ccc(CC(=O)NNC(=S)NCC2CC2)cc1OC | -0.4 | 3.9 | -2 | 0.0 | 4 | 5 | 2 | -0.1 | 3 | ·
CN(C)CCCN(C(=O)c1cc(Cl)sc1Cl)c1nc2cc3c(cc2s1)OCO3 | -4.0 | 1.6 | -12 | -0.8 | -10 | -1 | 12 | 4.4 | -3 | 3
N=c1c2c(-c3ccccc3)c(-c3ccccc3)n(Cc3ccco3)c2ncn1CCN1CCOCC1 | -1.9 | 1.0 | 6 | 0.2 | · | -8 | -6 | 2.8 | 2 | -1
Cc1ccc(C(=O)N/C(=C\c2sccc2C)C(=O)NCc2ccco2)cc1 | -0.4 | 2.5 | 4 | 1.8 | -6 | · | -4 | 1.2 | -12 | -2
O=C(CSCc1c(F)cccc1Cl)NCc1ccncc1 | -0.9 | -0.9 | 0 | 0.9 | 1 | 15 | 0 | 3.5 | 7 | 2
CC(=O)N1c2ccc(S(=O)(=O)N3CCCC(C(=O)NCc4ccc(Cl)cc4)C3)cc2CC1C (centres undefined) | -2.5 | 4.1 | -5 | -0.1 | -17 | -3 | 5 | -0.2 | 9 | -3
O=C(O)c1ccc(Sc2ccccn2)c([N+](=O)[O-])c1 | -1.9 | 0.8 | 16 | 1.3 | 0 | -1 | -16 | 3.5 | 2 | 5
Cc1ccnc(NS(=O)(=O)c2ccc(NC(=O)C34CC5CC(C)(CC(C)(C5)C3)C4)cc2)n1 | 0.0 | 3.8 | 2 | 1.5 | · | · | -2 | 1.9 | 8 | -1
COc1ccc(NC(=O)c2ccc(COCC(F)(F)C(F)F)cc2)cc1 | -2.8 | 6.0 | 17 | 1.9 | 17 | -2 | -17 | 5.8 | -6 | 0
COc1ccccc1C1CC(=O)Oc2cc(C)c(Cl)c(C)c21 (centres undefined) | -0.8 | 1.4 | -17 | 1.2 | 0 | -2 | 17 | 0.2 | -1 | 0
CCOc1ccccc1NC(=O)Cc1c(F)cccc1Cl | -0.2 | 0.8 | 45 | 0.9 | -8 | 1 | -45 | 2.3 | 6 | 2
COc1cccc2cc(C(=O)NCc3ccco3)c(=Nc3ccc(C(=O)O)cc3)oc12 | -5.1 | 0.0 | 16 | 1.4 | 35 | -2 | -16 | -0.8 | 2 | -2
CCC(=O)N1CCc2cc(S(=O)(=O)CCC(=O)N3CCCC(C)C3)ccc21 (centres undefined) | 0.3 | 4.2 | 1 | 0.4 | -4 | -1 | -1 | -1.6 | -5 | -8
O=C1Nc2ccccc2C1=Nc1ccccc1-c1ccccc1 | -0.4 | · | 8 | · | 0 | -1 | -8 | 2.6 | -26 | -6
COc1ccc(Cc2nnc(NC(=O)c3ccccc3[N+](=O)[O-])s2)cc1 | -2.6 | 0.0 | 9 | 2.3 | -4 | 0 | -9 | 2.4 | 6 | -3
Cc1nc(C)n(C(C)CNC(=O)c2ccccc2)n1 (centres undefined) | 0.1 | · | 14 | · | · | -1 | -14 | -7.7 | -9 | 11
CCOC(=O)c1ccc(NC(=O)Cn2nnc(-c3ccccc3)n2)cc1 | -1.7 | 1.7 | -3 | 0.3 | 1 | · | 3 | 2.7 | 2 | 4
CCCCCCCCNS(=O)(=O)CCNC1CC1 | -0.3 | · | 10 | · | -2 | 0 | -10 | 2.8 | -13 | -7

Next part:
SMILES | CAL PDZ FP-1 | AddAB inh | SR-BI uptake up | E coli growth | MITF act | Wnt act | SR-BI DiI inh | phage Ecoli inh | Tat transport | CAL PDZ FP-2
CCCCn1nc(C(=O)NCc2ccccc2CN2CCCC2)c2ccccc2c1=O | -1.2 | 0.6 | -4 | -0.3 | 12 | -2 | 4 | 1.1 | -4 | ·
COc1cc(C(c2c(C(=O)O)[nH]c3ccccc23)c2c(C(=O)O)[nH]c3ccccc23)ccc1OCc1ccccc1 | -1.1 | 0.9 | -3 | -0.4 | -24 | -1 | 3 | 2.1 | 14 | ·
CCn1c(C)nc2cc(OC)ccc21 | 0.2 | 1.3 | 13 | 1.5 | 5 | 0 | -13 | 1.6 | -1 | 6
CC(NC(=O)c1cccc(S(=O)(=O)N2CCc3ccccc3C2)c1)c1ccco1 (centres undefined) | 0.5 | 0.1 | 19 | -2.1 | -2 | -1 | -19 | 4.7 | -2 | -2
Cc1cccc(C)c1NC(=O)C(c1ccccc1)N1CCC1=O (centres undefined) | -0.6 | 0.8 | 19 | 1.9 | · | · | -19 | -1.1 | -3 | 2
COc1cc(CNc2ncn[nH]2)cc(Br)c1OC | -2.3 | 2.9 | 16 | 0.2 | 6 | · | -16 | 1.7 | 6 | ·
Cc1ccc(NC(=O)CCN2C(=O)C3CCCCC3C2=O)cc1[N+](=O)[O-] (centres undefined) | -2.1 | 3.9 | 20 | -2.5 | 5 | 1 | -20 | 1.3 | -4 | 0
CCCCCC(=O)c1ccc(O)cc1O | -3.0 | 0.6 | · | 0.9 | 17 | ? | · | 1.2 | -2 | -5
Cc1ccc(C(=O)N2CCC(C(=O)c3ccc(Cl)cc3)CC2)cc1 | -0.9 | 0.7 | 25 | -0.4 | · | -1 | -25 | 1.8 | 3 | -2
Cc1cc(/C=C(/C#N)c2cccc(F)c2)c(C)n1-c1cccnc1 | -2.7 | -1.1 | -48 | 1.1 | 88* | 1 | 48 | 2.4 | 1 | -2
CNC(=O)C1CC(=O)N(Cc2ccc3c(c2)OCO3)C(=Nc2ccc(OC)cc2)S1 (centres undefined) | -2.4 | 3.0 | 2 | 2.3 | 4 | · | -2 | 0.6 | 3 | 3
CC(C)c1cc(C(=O)Nc2cccc(C(F)(F)F)c2)no1 | -1.6 | 4.5 | -17 | -1.6 | 44 | 7 | 17 | 5.0 | -8 | -4
COC1C=COC2(C)Oc3c(C)c(O)c4c(O)c(c(CN5CCN(C)CC5)c(O)c4c3C2=O)NC(=O)C(C)=CC=CC(C)C(O)C(C)C(O)C(C)C(OC(C)=O)C1C (centres undefined) | 0.0 | · | 4 | · | · | -2 | -4 | 0.9 | 8 | -3
CSc1ccc(CN(C)CC(=O)Nc2cccc(Br)c2)cc1 | -1.0 | 0.3 | 5 | 1.3 | -3 | -2 | -5 | 4.3 | -2 | -5
O=C(N1CCOCC1)N1CCCN(C(=O)N2CCOCC2)CC1 | -1.3 | 3.6 | · | 0.4 | -4 | 0 | · | -2.1 | -3 | 2
Cc1cc2oc(=O)cc(CN(C)Cc3ccccc3F)c2cc1Cl | -1.7 | 3.4 | -39 | 4.0 | 60 | 9 | 39 | -0.5 | 2 | -6
O=C(N/C(=C\c1cccnc1)C(=O)N1CCCCC1)c1cccc(Br)c1 | -1.9 | 0.7 | · | -1.3 | -7 | -2 | · | -0.5 | -1 | -1
Cc1nc(SC(C(=O)c2ccccc2)c2ccccc2)n[nH]1 (centres undefined) | -2.7 | 3.1 | -1 | 2.7 | -9 | · | 1 | 1.2 | 22 | ·
CCN(CC(=O)NC1CCS(=O)(=O)C1)S(=O)(=O)c1cc([N+](=O)[O-])ccc1C (centres undefined) | -1.4 | 0.9 | 3 | 0.6 | 9 | 3 | -3 | 3.8 | -1 | -3
CCC(C)NC(=O)C1CCCN(S(=O)(=O)c2ccc(-n3cnnn3)cc2)C1 (centres undefined) | -1.1 | -1.1 | 6 | -1.6 | -2 | · | -6 | 2.4 | 4 | 0
COc1cc(OC)c(C2=NOC(C(=O)N3CCc4ccccc4C3)C2)cc1Cl (centres undefined) | -0.1 | 1.1 | -60 | 2.1 | 7 | -1 | 60 | 2.5 | -5 | 2
Fc1cccc(Cl)c1CNc1ccc(N2CCCC2)cc1 | 0.0 | 4.5 | -39 | 0.8 | -19 | -2 | 39 | 4.3 | -5 | -1
CCC(=O)N(CC(=O)Nc1sc(C)c(C)c1C(N)=O)C1CCCCC1 | -0.1 | 1.6 | 2 | 1.7 | -9 | -1 | -2 | -0.1 | -2 | 0
Cc1cc(NC(=O)CC2(CC(=O)O)CCCC2)n(C)n1 | 0.2 | 0.1 | 2 | 2.3 | -4 | 4 | -2 | 0.7 | 3 | ·
CC(C)C(=O)NNc1ccc(C(F)(F)F)cn1 | 0.4 | 1.2 | -7 | 0.7 | · | -3 | 7 | -0.5 | -5 | 1
CCCCOc1cccc(C(=O)O)c1 | 0.5 | 2.0 | 29 | 0.4 | · | · | -29 | 1.0 | 5 | ·
O=C(c1ccccc1F)N(Cc1nc2ccccc2c(=O)[nH]1)C1CCCC1 | -2.1 | 0.2 | -1 | 1.2 | 8 | 0 | 1 | 3.3 | 6 | -2
CC(=O)c1cccc(CN2CCN(Cc3ccc(F)cc3)C(CCO)C2)c1 (centres undefined) | -3.8 | -2.1 | -3 | -2.2 | -3 | · | 3 | 5.1 | 1 | 0
O=C(O)c1ccc([N+](=O)[O-])cc1Sc1ccsc1 | -1.3 | · | -8 | · | -1 | 0 | 8 | 2.2 | 6 | -3
CCC(O)CNc1nc(SC)nc2sc3c(c12)CCN(C)C3 (centres undefined) | -0.4 | 1.3 | -8 | 0.0 | 7 | · | 8 | -2.0 | -2 | ·

Reformatted tab-delimited: two of the compounds above
mol	CAL PDZ FP-1	AddAB inh	SR-BI uptake up	E coli growth	MITF act	Wnt act	SR-BI DiI inh	phage Ecoli inh	Tat transport	CAL PDZ FP-2
CSc1ccc(CN(C)CC(=O)Nc2cccc(Br)c2)cc1	-1.0	0.3	5	1.3	-3	-2	-5	4.3	-2	-5
O=C(N1CCOCC1)N1CCCN(C(=O)N2CCOCC2)CC1	-1.3	3.6	·	0.4	-4	0	·	-2.1	-3	2
